Screening results from PubChem BioAssay.
RNase H inhibition: RNase H inhibition, HIV 1 Gag Pol polyprotein, FRET biochemical assay, screening (AID 372). one-dose inhibition, % at 10 µM; IC50 in µM for titrated hits. HIV-1 RT RNase H, FRET RNA/DNA substrate fluorescence; higher % means a stronger effect. actives 0.77% (n = 100,000); in the data active means inhibition above about 50%
* marks the source's active call; other numbers are inactive results. Not all compounds are listed; count on the stated rates, not on these rows.

molecule,RNase H inhibition
CS(=O)(=O)N/N=C/C=C/c1ccccc1,7.0%
CCOc1ccc(C(=O)NC(=S)Nc2cc(C(F)(F)F)ccc2Cl)cc1Cl,15.0%
Cc1ccc(N2C(=O)C(Cl)=C(N3CCOCC3)C2=O)cc1Cl,8.0%
CCOC(=O)C1=C(O)/C(=C/c2ccco2)SC1=Nc1ccc(Cl)cc1,24.0%
CN(C)C(=O)[C@@H]1OC(C)(C)O[C@H]1C(=O)N(C)C,6.0%
COc1ccc(/C=C(\C#N)C(=O)Nc2ccccc2)cc1C,9.0%
COc1cc(C=C2C(=O)c3ccccc3C2=O)cc(Br)c1OCC(=O)O,16.0%
Cc1cc(C(=O)Nc2c(C)cc(Br)cc2C)ccc1[N+](=O)[O-],24.0%
O=c1[nH]c(=O)n(-c2ccc(Br)cc2)c(O)c1C=C1C=CC=N1,0.0%
COC(=O)c1c(NC(=O)/C=C/c2ccc(OC)c(OC)c2)sc2c1C(C(=O)OC)CC2 (stereo not drawn),0.0%
COc1ccc(Cl)cc1NC(=O)c1cc2c(C)nn(-c3ccccc3)c2s1,0.0%
COc1ccc(O)c(C2=Nc3ccccc3N=C(C(F)(F)F)C2)c1,11.0%
CCCC(C)C(=O)Nc1ccc(OCC)cc1 (stereo not drawn),14.0%
CCOc1ccc(NC(=O)C(=O)NC(C)c2ccc(OC)cc2)cc1 (stereo not drawn),11.0%
CCOP(C)(=O)C(CC(=O)OC)C(=O)OC (stereo not drawn),1.0%
Cc1cc(OCc2ccc(F)cc2)nc(-c2ccccc2O)n1,13.0%
O=C(NCc1ccco1)c1ccc(-c2cc(Cl)ccc2Cl)o1,31.0%
CCOC(=O)CSc1nc2ccc(N3C(=O)c4ccccc4C3=O)cc2s1,0.0%
COc1cccc(OC)c1C(=O)Nc1ccccc1F,3.0%
c1ccc2sc(SCCOCCSc3nc4ccccc4s3)nc2c1,22.0%
CCn1c2ccccc2c2cc(NC(=O)CC(C)=O)ccc21,7.0%
O=C(/C=C/c1ccccc1Cl)Nc1cccc(C(F)(F)F)c1,7.0%
CCOc1cc(/C=C(/C#N)c2nc(-c3cc4c(ccc5ccccc54)oc3=O)cs2)ccc1O,12.0%
CCOc1ccc(N(CC(=O)Nc2ccc(F)cc2)S(=O)(=O)c2ccc(SC)cc2)cc1,3.0%
CCOc1ccc(NC(=O)C(C)Oc2ccc(OC)cc2)cc1 (stereo not drawn),0.0%
CCOc1ccc(C=Nc2ccc(N=Cc3ccc(OCC)cc3)cc2)cc1,4.0%
O=C(NC(=S)Nc1ccccc1Cl)c1ccccc1I,18.0%
NC1=NC(=O)/C(=C/c2ccc(OC(=O)c3ccc(Br)cc3)cc2)S1,19.0%
COc1ccccc1-n1c(SCC(=O)c2ccc(Cl)cc2)nc2ccccc2c1=O,26.0%
O=C(NN1C(=O)/C(=C/c2ccc(F)cc2)SC1=S)c1ccncc1,0.0%
COc1ccc(CCNC(=O)CN(c2ccc(Oc3ccccc3)cc2)S(C)(=O)=O)cc1OC,22.0%
O=C(NCc1ccco1)C(=O)N/N=C/c1ccc([N+](=O)[O-])cc1,3.0%
CCOc1cccc(NC(=O)/C(C#N)=C/c2ccc(-c3ccc(Cl)c([N+](=O)[O-])c3)o2)c1,12.0%
CS(=O)(=O)N(CC(=O)O)c1ccc(Cl)c(C(F)(F)F)c1,3.0%
COc1ccc(N2C(=O)CC(Sc3nnc(-c4ccccc4)n3-c3ccccc3)C2=O)cc1 (stereo not drawn),28.0%
COc1cccc(C2C(C(=O)Nc3ccccc3)=C(C)N=c3s/c(=C\c4sccc4C)c(=O)n32)c1 (stereo not drawn),15.0%
Cc1c(Cl)cccc1NC(=S)NC(=O)c1ccc(OC(C)C)cc1,27.0%
O=c1[nH]c(=S)n(-c2ccccc2F)c(O)c1C=C1C=CC=N1,2.3µM*
O=C(N/N=C/c1c(O)ccc2ccccc12)c1cc(C23CC4CC(CC(C4)C2)C3)[nH]n1,12.0%
O=C(Cc1ccc(Cl)cc1)Nc1ccc(Cl)c(-c2nc3cc(Cl)ccc3o2)c1,0.0%
CCOP(=O)(OCC)c1nc(-c2cccc3ccccc23)oc1N1CCC(C)CC1,10.0%
CC(C)c1ccc(N(CC(=O)Nc2ccccc2Cl)S(=O)(=O)c2ccccc2)cc1,10.0%
Cc1cc(C(=O)NCCCN(C)C)ccc1[N+](=O)[O-],9.0%
COc1ccc(C=Nn2c(-c3ccc(Cl)cc3Cl)n[nH]c2=S)cc1,16.0%
CN1CCN(C(=O)CCN2C(=O)/C(=C/c3cccs3)SC2=S)CC1,7.0%
CC1=C(C(=O)OC(C)C)C(c2ccccc2Cl)C2=C(CC(C)(C)CC2=O)N1 (stereo not drawn),9.0%
CCOC(=O)c1ccc(NC(=O)c2ccc3c(c2)OCO3)cc1,4.0%
CSc1ccccc1NC(=O)CSc1nc2ccccc2[nH]1,18.0%
O=C1CCC(=O)N1c1ccc(S(=O)(=O)Nc2ccc(I)cc2)cc1,0.0%
CC(=O)Nc1nc(C2CC2)cc(-c2ccco2)c1C#N,23.0%
CCC1CCc2c(sc(NC(=O)Cc3ccc(OC)cc3)c2C(N)=O)C1 (stereo not drawn),6.0%
COc1ccccc1NC(=O)C1C2C=CC(C3CC23)C1C(=O)O (stereo not drawn),4.0%
COC(=O)C(CC(C)C)NC(=O)CSc1nnc2c(n1)[nH]c1ccccc12 (stereo not drawn),21.0%
c1ccc(C2(CNc3ccccn3)CCCC2)cc1,2.0%
O=C(Nc1ccc(Br)cc1)C(Cc1ccc([N+](=O)[O-])cc1)N1C(=O)c2ccccc2C1=O (stereo not drawn),14.0%
CCC(=O)Nc1cccc(NC(=O)c2cccc([N+](=O)[O-])c2)c1,12.0%
CCOC(=O)C1CCN(C(=O)c2cc(C(=O)OC)cc([N+](=O)[O-])c2)CC1,54.0%*
CCOc1cccc(N2C(=O)NC(=O)/C(=C\c3ccc(OCC)c(Cl)c3)C2=O)c1,2.0%
O=C(O)CN1C(=O)/C(=C\c2ccc3ccccc3c2)SC1=S,6.0%
COc1ccc(CN2CCN(Cc3ccc(OC)c(OC)c3OC)CC2)cc1Br,20.0%

The list continues:
molecule,RNase H inhibition
O=C(Nc1nc(-c2ccc(F)cc2)cs1)c1ccc([N+](=O)[O-])cc1Cl,0.0%
CCN(CC)C(=O)CSc1nc(C)cc(=O)[nH]1,9.0%
Cc1cc(C)c(NC(=O)C(C)N2C(=O)c3ccccc3C2=O)c(C)c1 (stereo not drawn),0.0%
CCCC(C)C(=O)Nc1ccc(C)cc1 (stereo not drawn),3.0%
Cc1cc(C)cc(NC(=O)C2CC(=O)N(c3ccc(Cl)cc3)C2)c1 (stereo not drawn),16.0%
COC(=O)C1=C(C)NC2=C(C(=O)CCC2)C1c1ccc(O)cc1 (stereo not drawn),1.0%
O=C1C2C3C=CC(CC3)C2C(=O)N1/N=C/c1ccccc1O (stereo not drawn),0.0%
Cc1ccc(OCC(=O)NNC(=O)c2ccc(O)cc2O)c(C)c1,6.0%
O=[N+]([O-])c1ccc(Cc2ncccc2O)cc1,24.0%
CCCOc1ccc(-c2ccc(C#N)cc2)cc1,16.0%
COC(=O)c1ccc(NC(=S)NC(=O)c2ccccc2Br)cc1,9.0%
Cc1ccc(/C(N)=N/OC(=O)c2ccc(I)cc2)cc1,4.0%
CCOc1cc(/C=C2\SC(=O)N(c3ccccc3)C2=O)c(Br)cc1O,2.0%
O=C(CSc1nnnn1-c1ccccc1)Nc1nncs1,1.0%
CCc1ccc(-c2nn(-c3ccccc3)cc2/C=C(/C#N)C(N)=O)cc1,9.0%
CC1CCCCN1S(=O)(=O)c1ccc(Br)c2ccccc12 (stereo not drawn),22.0%
COC(=O)C1=NN(C(C)=O)C2C(=O)N(c3cccc(C)c3)C(=O)C12 (stereo not drawn),1.0%
O=C(Nc1ccc(C(=O)N2CCOCC2)cc1)Nc1cccc(Cl)c1,15.0%
COc1ccc(NC(=O)/C(C#N)=C\c2ccc(-c3ccc([N+](=O)[O-])cc3C)o2)cc1,13.0%
CC(C)(C)c1ccc(C(=O)N/N=C/c2cccc(F)c2)cc1,0.0%
Cc1cc(Cl)ccc1NC(=O)c1ccc(I)cc1,0.0%
Cc1ccc(S(=O)(=O)N(CC(O)Cn2c3ccc(Cl)cc3c3cc(Cl)ccc32)CC2CCCO2)cc1 (stereo not drawn),10.0%
COC(=O)c1c(NC(=O)c2cc(-c3ccc(C)cc3C)nc3ccccc23)sc2c1CCCCC2,0.0%
CC(=O)C1=C(O)C(=O)N(c2nc3ccccc3s2)C1c1ccc(F)cc1 (stereo not drawn),0.0%
Cc1nc2c(cc1C(=O)/C=C/c1ccc(N(C)C)cc1)CCCC2,20.0%
COc1ccc(-c2cc(C(F)(F)F)n3ncc(C(=O)NCC4CCCO4)c3n2)cc1 (stereo not drawn),7.0%
Nc1nonc1N=Cc1ccccc1O,6.0%
O=[N+]([O-])c1ccc(O)c(/C=N/Nc2ccccc2[N+](=O)[O-])c1,9.0%
COC(=O)c1sc(NC(=O)c2ccc([N+](=O)[O-])cc2)c(C(=O)OC)c1C,0.0%
Cc1ccc(NC(=O)C(=O)NN=C2CCN(C)CC2)cc1,5.0%

Random excerpt: six records from the list.
molecule,RNase H inhibition
CC(=O)C1=C(O)C(=O)N(c2nc3ccccc3s2)C1c1ccc(F)cc1 (stereo not drawn),0.0%
CC(C)(C)c1ccc(C(=O)N/N=C/c2cccc(F)c2)cc1,0.0%
O=[N+]([O-])c1ccc(O)c(/C=N/Nc2ccccc2[N+](=O)[O-])c1,9.0%
Cc1cc(Cl)ccc1NC(=O)c1ccc(I)cc1,0.0%
O=C(Nc1ccc(C(=O)N2CCOCC2)cc1)Nc1cccc(Cl)c1,15.0%
COC(=O)C1=NN(C(C)=O)C2C(=O)N(c3cccc(C)c3)C(=O)C12 (stereo not drawn),1.0%

Later entries
molecule,RNase H inhibition
CC(=O)Oc1ccc(/C=N/NS(=O)(=O)c2ccc(C)cc2)c(OC(C)=O)c1,6.0%
OC(COc1cccc2ccccc12)CN1CCN(CC(O)COc2cccc3ccccc23)CC1 (stereo not drawn),12.0%
COCCOC(=O)c1ccc(NC(=O)Nc2ccc(Cl)cc2)cc1,7.0%
CS(=O)(=O)N(CC(=O)Nc1ccccc1F)c1ccc(Cl)cc1,5.0%
O=C(Nc1ccc2oc(-c3cccc(Cl)c3)nc2c1)c1cc2ccccc2o1,15.0%
CC(=O)c1ccc(NC(=O)/C=C/c2ccccc2)cc1,6.0%
CC(/C=N\NC(=O)c1ccc([N+](=O)[O-])cc1)=C\c1ccccc1,0.0%
CCCCCCCOc1ccccc1C(c1c(C)[nH]n(-c2ccccc2)c1=O)c1c(C)[nH]n(-c2ccccc2)c1=O,17.0%
O=C(CCCC(=O)OCC(F)(F)C(F)F)Nc1ccc(I)cc1,8.0%
Cc1ccc2c(c1)NC(c1cccc(O)c1)C1=C(CC(C)(C)CC1=O)N2 (stereo not drawn),23.0%
COc1ccc(-c2n[nH]c(=S)n2N=Cc2ccc(C(=O)O)cc2)cc1,10.0%
OCCNCCCCOc1cccc(Cl)c1Cl,26.0%
COc1cc(/C=N/N=C2/SCC(=O)N2c2ccc(O)cc2)ccc1O,26.0%
Cc1n[nH]c(C)c1Sc1ccccc1N=Cc1c2ccccc2cc2ccccc12,33.0%
COc1ccc(/C(C)=N/N=C2/NC(=O)C(CC(=O)Nc3cc(Cl)ccc3Cl)S2)cc1 (stereo not drawn),0.0%

Next part; the last 2 above are carried over.
molecule,RNase H inhibition
Cc1n[nH]c(C)c1Sc1ccccc1N=Cc1c2ccccc2cc2ccccc12,33.0%
COc1ccc(/C(C)=N/N=C2/NC(=O)C(CC(=O)Nc3cc(Cl)ccc3Cl)S2)cc1 (stereo not drawn),0.0%
CC(c1ccccc1)c1nnc(NC(=O)Nc2ccc(Cl)cc2)s1 (stereo not drawn),16.0%
Cc1cc(C)cc(OCC(=O)NNC(=O)c2cc3ccccc3oc2=O)c1,15.0%
N#Cc1cccc2c1-c1ccc([N+](=O)[O-])cc1C2=O,13.0%
COc1ccc(C(=O)Nc2c(C)ccc3nsnc23)cc1OC,3.0%
O=C(Cc1ccccc1)NC(=S)Nc1ccccc1Cl,13.0%
CCCCNCCCOc1ccc(C(C)(C)C)cc1,4.0%
CC1=C(C(=O)Nc2ccccc2)C(c2ccccc2)n2c(s/c(=C/c3ccc(F)cc3)c2=O)=N1 (stereo not drawn),26.0%
O=C(NCC(O)c1ccccc1)c1ccc(CSc2ccc(Cl)cc2)cc1 (stereo not drawn),10.0%
COc1ccc(C=Nc2ccc(N3CCOCC3)cc2)cc1[N+](=O)[O-],27.0%
C/C(O)=C/c1nc2ccccc2nc1/C=C(/C)O,11.0%
Cc1ccc(C(=O)Nc2cc(C)on2)cc1,5.0%
N#Cc1c(NCc2ccccc2)ccnc1SCc1ccccc1,7.0%
CCCCOc1ccc(OCCSc2nc3ccccc3n2CCO)cc1,13.0%
O=C(Nc1cc([N+](=O)[O-])ccc1C(=O)N1CCC(Cc2ccccc2)CC1)c1cccs1,6.0%
C=COCCNC(=O)C(=O)Nc1ccccc1OCC,6.0%
CCCCc1cc(=O)oc2cc(OCc3ccccc3)ccc12,43.0%
O=C(CSc1nc2ccc(N3C(=O)c4ccccc4C3=O)cc2s1)NCc1ccco1,0.0%
Cc1ccccc1OCC(=O)Nc1ccc(Br)cn1,10.0%
O=C(Cc1cccs1)Nc1cccc(C(F)(F)F)c1,3.0%
CCOC(=O)C1=C(C)N=c2s/c(=C\c3ccc(C)o3)c(=O)n2C1c1ccc(Cl)cc1 (stereo not drawn),6.0%
O=[N+]([O-])c1cccc(S(=O)(=O)/N=C(/Nc2ccccc2)c2ccccc2)c1,14.0%
CC(O)C(NC(=S)NCc1ccccc1)C(=O)O (stereo not drawn),2.0%
Oc1ccc(C=Nc2cc(Cl)ccc2O)cc1,8.0%
